Pf growth 48h = P. falciparum growth inhibition at 48 hours (one generation). 310,000 compounds, 5.9% hits. Potency, µM (series often up to 28.7 µM), for inactives: at the highest dose activity change, negative = inhibition, hits mostly inhibitors. P. falciparum luciferase growth in erythrocytes, 48 h
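Here the parasites carry a stable luciferase gene and grow inside erythrocytes in Albumax-based RPMI medium with compound for one erythrocytic cycle. Activity is scored as loss of luminescent signal.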
Tb PYK inh = inhibitors of Trypanosoma brucei pyruvate kinase; Q57TT1; TbPYK enzyme, Kinase-Glo Plus ATP luminescence, 45 min; Potency, µM (titrated, usually from 76.8 µM), inactives show at the highest dose activity, negative = inhibition, actives largely listed as inhibitors; 410,000 compounds, 0.12% hits; AID 624173; further: nearly all actives have a fitted effect of over 50% in size
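Luminescence from Kinase-Glo Plus, added after a 45-minute room-temperature reaction, served as the end-point read-out. The enzyme and substrate were preincubated with compound before ADP (130 uM final) initiated turnover. Concentration-effect curves came from normalized qHTS data.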
Sm TGR inh = inhibitors of Schistosoma mansoni thioredoxin glutathione reductase | purified TGR, DTNB reduction, TNB absorbance 405 nm | AID 485364 | Potency, µM (doses to about 114 µM), for the others: at the highest dose activity change, negative = inhibition, most hits filed as inhibitors | 360,000 compounds, 3% hits | Q962Y6; further: nearly all actives have a fitted effect of over 60% in size
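Kinetic colorimetric format: TGR-catalysed, NADPH-driven DTNB reduction monitored via TNB absorbance. Enzyme dispensed at 20 nM; compound exposure 15 min at room temperature before reaction start.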
LmPK inh = blocks Leishmania mexicana pyruvate kinase activity; Potency, µM (top dose mostly 57.5 µM), for the others: top-dose activity change, negative = inhibition, actives largely listed as inhibitors; Q27686; purified LmPK, Kinase-Glo ATP luminescence, 1 h; 290,000 compounds, 0.37% hits
Target sequence (Q27686 whole entry, looked up): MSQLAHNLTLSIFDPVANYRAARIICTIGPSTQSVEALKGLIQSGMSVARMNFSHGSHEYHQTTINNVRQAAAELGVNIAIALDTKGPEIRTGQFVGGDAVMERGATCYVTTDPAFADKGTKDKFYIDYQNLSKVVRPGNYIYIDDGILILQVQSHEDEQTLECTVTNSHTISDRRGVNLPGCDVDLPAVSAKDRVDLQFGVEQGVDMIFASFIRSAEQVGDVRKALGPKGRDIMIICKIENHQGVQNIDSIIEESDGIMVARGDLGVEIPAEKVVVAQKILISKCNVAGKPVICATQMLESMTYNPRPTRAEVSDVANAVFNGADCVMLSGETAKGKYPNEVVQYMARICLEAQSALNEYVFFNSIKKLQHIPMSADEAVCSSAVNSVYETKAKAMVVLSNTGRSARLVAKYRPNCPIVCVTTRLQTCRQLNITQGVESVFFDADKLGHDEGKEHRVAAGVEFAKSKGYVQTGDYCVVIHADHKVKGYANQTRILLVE
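In 50 mM imidazole pH 7.2 with 7 mM MgCl2, LmPK (0.1 nM) turned over PEP (0.5 mM) and ADP (0.1 mM) for 1 h at room temperature. Luciferase read-out of ATP.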
Pf growth 96h = inhibits malaria parasite growth, 96 h | P. falciparum luciferase reporter growth, 96 h | 320,000 compounds, 6.9% hits | Potency, µM (series often up to 28.7 µM), inactives show at the highest dose activity change, negative = inhibition, actives largely listed as inhibitors
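Compounds incubated with erythrocytes infected by luciferase-expressing P. falciparum (2% hematocrit, 0.05% parasitemia final) for 96 hours, 37 C in 5% CO2. Growth inhibition scored as decreased luciferase luminescence.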
HCV inh = blocks hepatitis C virus; Huh7.5.1 HCVcc-Cre infection, luciferase reporter, 44 h; Potency, µM (highest dose often 41.8 µM), for the others: at the top dose activity change, negative = inhibition, hits mostly inhibitors; 340,000 compounds, 3.4% hits; AID 651820
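Antiviral activity was scored by luciferase reporter output from cells infected with HCVcc-Cre (~0.5 moi) in presence of compound, 44 h infection period, cells seeded 1,000/well 4 h prior.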
Starred values were filed as active, the others as inactive; ? = inconclusive; . = no result given; & = joins results of further samples; [ ] = dose if it differs, or a comment. The call rests on the fitted dose curve; in most records, active means well fitted curve in the direction sought with a large enough effect; inconclusive means small, poorly fitted or top-dose-only effect, or another doubt; inactive means no such curve, though single readings can be large; an effect the other way counts as inactive or inconclusive. On the % scale 0 is the no-effect control and ±100 the full control effect; potency means the concentration at half of the fitted maximal effect.

Keys – A = Pf growth 48h; B = Tb PYK inh; C = Sm TGR inh; D = LmPK inh; E = Pf growth 96h; F = HCV inh
c1csc(-c2nn3c(Cn4nnc5ccccc54)nnc3s2)c1
  A: -22.5%; B: 1.2%; C: -17.9%; D: -0.9%; E: .; F: -1.8%

S=C(NCC1CCCO1)N1CCN(c2nc(-c3ccc(Cl)cc3)cs2)CC1 (configuration not stated)
  A: ?; B: -1.8%; C: 8.8%[57.1 µM]; D: -3.9%; E: 16.5%; F: ?

C=CCOc1ccc(Br)cc1CNC(C)(C)C
  A: -1.2%; B: 0.8%; C: .; D: 5.5%; E: 117.7%[activator]; F: ?

Cc1cccc(N2CCN(S(=O)(=O)c3c(C)[nH]c(C)c3C(=O)N3CCCC3)CC2)c1C
  A: ?; B: 1.2%; C: -27.4%; D: -3.1%; E: -4.5%; F: 5.7%

O=C(CN1CCOCC1)NNC(=S)Nc1ccccc1
  A: -20.3%; B: -0.6%; C: 13.5%; D: 5.8%; E: 13.1µM*; F: 11.0%

COc1ccc(OCCCn2cccc2/C=C2/C(=N)N3OC(C)=CC3=NC2=O)cc1
  A: 30.0%; B: 13.8%; C: 6.2%; D: -0.7%; E: ?; F: -13.6%

CCS(=O)(=O)N1Cc2ccccc2CC1C(=O)Nc1nc2ccccc2s1 (configuration not stated)
  A: 117.6%[activator]; B: -2.4%; C: 2.2%; D: -3.5%; E: 122.0%[activator]; F: -8.0%

COc1ccc(NC(=O)COC(=O)Cc2ccc(-c3ccccc3)cc2)c(OC)c1
  A: 8.3%; B: -6.8%; C: 0.8%; D: 5.0%; E: 36.5%[activator]; F: -18.5%

CC(=O)Nc1ccc(NC(=O)C(C)OC(=O)CCC2CCCC2)cc1 (configuration not stated)
  A: 11.8%; B: -4.3%; C: 1.0%; D: .; E: 18.1%; F: -13.4%[8.37 µM]

Cc1cc2nn(-c3cccc4ccccc34)nc2cc1NC(=O)c1cccs1
  A: .; B: 5.7%; C: 2.0%; D: 1.5%; E: 7.38µM*; F: ?

CC(=O)NC1=NN(C(C)=O)C(C)(c2cccc([N+](=O)[O-])c2)S1 (configuration not stated)
  A: 4.9%; B: 0.1%; C: 1.3%; D: 0.1%; E: ?; F: 3.5%

CCNS(=O)(=O)c1ccc(-c2ccc(-n3cnnn3)cc2)cc1
  A: 6.9%; B: -1.6%; C: 6.9%; D: 5.6%; E: -2.4%; F: -15.0%

C(=C\c1ccccc1)/CN1CCN(Cc2nc(Cc3ccccc3)no2)CC1
  A: ?; B: -0.1%; C: -2.3%; D: 10.1%; E: ?; F: -23.6%

CC(=O)c1ccc(-c2ccc(Cn3c(C)nc4cc(N)c(C)nc43)cc2)cc1
  A: 22.1%; B: 6.2%; C: ?; D: -0.4%; E: ?; F: -18.8%

Cc1ccc(S(=O)(=O)N2CCCC2C(=O)NCc2ccc3c(c2)OCO3)cc1 (configuration not stated)
  A: ?; B: 2.2%; C: -4.5%; D: 4.1%; E: ?; F: 14.2%

CN(Cc1ccccc1)C(=O)CCNS(=O)(=O)c1ccc2c(c1)oc(=O)n2C
  A: -11.9%; B: 1.7%; C: 0.6%; D: 4.0%; E: ?; F: -0.5%

Cc1csc(-c2cnn(-c3ccccc3)c2NC(=O)c2cccc(C(F)(F)F)c2)n1
  A: .; B: 5.8%; C: -3.7%; D: 0.7%; E: 10.4µM*; F: ?

C=CCc1cccc(/C=N/c2nc3ccccc3n2CC)c1O
  A: 9.4%; B: -10.8%; C: 5.6%; D: -14.8%; E: -14.3%; F: -1.7%

CN(C)c1ccc(NC(=O)CCN2CCN(c3ccccn3)CC2)cc1
  A: 6.4%; B: -9.2%; C: -8.8%; D: 3.1%; E: 28.6%; F: -3.6%

CCOc1ncccc1C(=O)OCc1cccc([N+](=O)[O-])c1
  A: 17.2%; B: -3.3%; C: 7.9%; D: 1.0%; E: 14.7%; F: -14.0%

7 of the compounds above, with values under each structure:
Each structure is followed by: Pf growth 48h	Tb PYK inh	Sm TGR inh	LmPK inh	Pf growth 96h	HCV inh
O=C(CN1CCOCC1)NNC(=S)Nc1ccccc1
→ -20.3%	-0.6%	13.5%	5.8%	13.1µM*	11.0%
COc1ccc(OCCCn2cccc2/C=C2/C(=N)N3OC(C)=CC3=NC2=O)cc1
→ 30.0%	13.8%	6.2%	-0.7%	?	-13.6%
CCS(=O)(=O)N1Cc2ccccc2CC1C(=O)Nc1nc2ccccc2s1 (configuration not stated)
→ 117.6%[activator]	-2.4%	2.2%	-3.5%	122.0%[activator]	-8.0%
COc1ccc(NC(=O)COC(=O)Cc2ccc(-c3ccccc3)cc2)c(OC)c1
→ 8.3%	-6.8%	0.8%	5.0%	36.5%[activator]	-18.5%
CC(=O)Nc1ccc(NC(=O)C(C)OC(=O)CCC2CCCC2)cc1 (configuration not stated)
→ 11.8%	-4.3%	1.0%	.	18.1%	-13.4%[8.37 µM]
Cc1cc2nn(-c3cccc4ccccc34)nc2cc1NC(=O)c1cccs1
→ .	5.7%	2.0%	1.5%	7.38µM*	?
CC(=O)NC1=NN(C(C)=O)C(C)(c2cccc([N+](=O)[O-])c2)S1 (configuration not stated)
→ 4.9%	0.1%	1.3%	0.1%	?	3.5%

Continuation.
Keys – A = Pf growth 48h; B = Tb PYK inh; C = Sm TGR inh; D = LmPK inh; E = Pf growth 96h; F = HCV inh
O=C(Nc1nnc(-c2ccccc2F)s1)c1cccnc1
  A: 14.2%; B: 0.8%; C: 2.9%; D: -4.6%; E: -158.7%[5.75 µM]; F: 1.2%

Cc1ccc(C(=O)Nc2cccc(N3C(=O)C4CCC(C)CC4C3=O)c2)cc1 (configuration not stated)
  A: -23.6%; B: 0.0%; C: 0.0%; D: 2.1%; E: -16.8%; F: -12.1%

CSc1nc(-c2ccccc2)cc(C(F)(F)F)c1C#N
  A: -8.1%; B: 8.2%; C: -3.9%; D: -0.8%; E: ?; F: -4.9%

Cc1cccc(-c2nnc(SCC#N)n2Cc2ccccc2)c1
  A: .; B: 0.6%; C: 4.7%; D: 1.3%; E: ?; F: -3.4%

O=C(CCCc1ccccc1)N=C1SC2CS(=O)(=O)CC2N1c1ccccc1 (configuration not stated)
  A: 28.5%; B: -0.7%; C: 0.0%; D: 8.9%; E: 4.0%; F: 5.9%

CCOC(=O)N1CCN(CC(=O)n2c(C)c(C)c3ccccc32)CC1
  A: -24.3%; B: -1.6%; C: -20.4%; D: 0.8%; E: 25.4%; F: -4.5%

O=C(N/N=C1/CCS(=O)(=O)c2ccc(F)cc21)c1cccnc1
  A: 5.2%; B: 3.2%; C: -1.9%; D: -5.2%; E: 42.6%[activator]; F: 10.3%

O=C(NC(NC(=S)Nc1ccc(Cl)cc1)C(Cl)(Cl)Cl)c1ccco1 (configuration not stated)
  A: 10.4µM*; B: -12.1%; C: ?; D: -4.9%; E: 20.5%; F: -29.8%

COc1ccc(-c2csc(C)n2)cc1OC
  A: .; B: -7.8%; C: 0.5%; D: -2.2%; E: 7.7%; F: -15.1%

Cn1c(=O)c([N+](=O)[O-])c(NC2CCS(=O)(=O)C2)c2ccccc21 (configuration not stated)
  A: 3.7%; B: -1.2%; C: -8.4%; D: -1.6%; E: 26.1%; F: 13.8%

O=C(Nc1cc(C(=O)N2CCCC2)ccc1N1CCCC1)c1ccccc1F
  A: -8.8%; B: 1.3%; C: -0.2%; D: -22.8%; E: .; F: -11.2%

CCOc1cccc2cc(-c3csc(NC(=O)CCC(=O)N4CCC(C)CC4)n3)c(=O)oc12
  A: .; B: 1.2%; C: -21.7%; D: -3.4%; E: 14.2%; F: 8.6%

CCc1cc(C)c(O)c(CC)n1
  A: .; B: -2.8%; C: -0.3%; D: 3.4%; E: -5.4%; F: 11.6%

COc1cccc(OC)c1C(=O)NC(=S)N1C[C@H]2C[C@H](C1)c1cccc(=O)n1C2
  A: 3.2%; B: -4.2%; C: -0.6%; D: 1.0%; E: -28.1%; F: 24.9%

COC(=O)C1=C(C(=O)OC)SC2(S1)C(C(=O)OC)=C(C(=O)OC)SC1=C2c2cccc(C)c2NC1(C)C
  A: ?; B: -5.6%; C: 3.7%; D: -0.7%; E: .; F: 15.8%

COC(=O)c1ccccc1NC(=O)N1CCN(S(C)(=O)=O)CC1
  A: 16.9%; B: 6.8%; C: 2.8%; D: -0.6%; E: -0.3%; F: 6.0%

CC(C)=NOC(=O)c1c(C)noc1-c1snnc1C
  A: 1.65µM*; B: -3.6%; C: 0.3%; D: -0.6%; E: 1.85µM*; F: 17.2%

CC(=O)OCC1O[C@@H](O[C@@H]2C[C@H]3C(C)(C)[C@H](OC(C)=O)CC[C@]3(C)[C@H]3CC[C@]45C[C@]4(CC[C@H]5[C@@H](C)C[C@@H](O)[C@H](O)C(C)(C)O)[C@@]32C)[C@H](O)[C@@H](O)[C@@H]1O (some centres not stated)
  A: 11.7µM*; B: .; C: -19.5%; D: -0.1%; E: 5.86µM*; F: -3.7%[8.37 µM]

O=C(O)c1ccc(N=Nc2c(O)ccc3ncccc23)cc1
  A: ?; B: -10.4%; C: -29.3%; D: -8.7%; E: 56.6%[activator]; F: -19.3%

COC(=O)c1cccc(N2C(=O)c3ccccc3S2(=O)=O)c1
  A: 18.0%; B: -11.1%; C: -34.3%; D: 3.1%; E: 23.1%; F: 33.6%[activator]

Cc1ccc(NC(=O)Cn2nc(C)c(S(=O)(=O)N(C)C)c2C)cc1C
  A: 0.0%; B: -2.6%; C: 3.4%; D: 2.3%; E: 29.4%; F: -4.3%

Cc1ccc(NC(=O)CN2C(=O)NC3(CCc4ccccc43)C2=O)cc1Cl (configuration not stated)
  A: 17.9%; B: 0.2%; C: 0.3%; D: 6.7%; E: .; F: ?

COc1cc(NC(=O)CSc2nc(=O)n(CCCN3CCOCC3)c3c2CCC3)cc(OC)c1
  A: ?; B: -10.6%; C: -0.6%; D: .; E: ?; F: -16.3%

Cc1ccc(C(=O)Nc2cc(Cl)ccc2OC(=O)c2ccc(C)cc2)cc1
  A: ?; B: .; C: 1.8%; D: 2.7%; E: 0.465µM*; F: .

Cc1nc(SCC(=O)NCc2ccco2)c2c(C)c(C)sc2n1
  A: -2.2%; B: -15.6%; C: ?; D: 2.9%; E: .; F: ?

O=S(=O)(c1cnc[nH]1)N1CCN(C(c2ccc(F)cc2)c2ccc(F)cc2)CC1
  A: -11.7%; B: 5.5%; C: -7.7%; D: -0.5%; E: ?; F: 1.7%

O=[N+]([O-])c1cc(-c2ccn[nH]2)ccc1Cl
  A: 39.3%[activator]; B: -18.9%; C: 1.2%; D: -0.3%; E: 12.9%; F: -13.3%

Cc1ccc(C(C)C)c(OC/C(O)=C(\C#N)c2nc3ccccc3[nH]2)c1
  A: -15.4%; B: 4.9%; C: -8.5%; D: 0.2%; E: -6.8%; F: ?

O=C(NCCCN1CCCC1)c1ccc(Cn2c(=S)[nH]c3ccc(Br)cc3c2=O)cc1
  A: 13.1µM*; B: .; C: 44.7µM*; D: -2.7%; E: 22.5%; F: .

O=c1[nH]c2cc3c(cc2cc1CN(CCc1ccccc1)Cc1nnnn1C1CCCC1)OCCO3
  A: 22.0%; B: .; C: 44.7µM*; D: -4.5%; E: 42.6%[activator]; F: .

O=C(CSc1nnc(-c2ccccn2)n1Cc1ccccc1)N1CCCC1
  A: -2.7%; B: 0.5%; C: 3.3%; D: 4.3%; E: -3.4%; F: -2.6%&-8.7%

O=C(CSc1ccc(Cl)cc1)N1CCOCC1
  A: 14.9%; B: 5.0%; C: 4.1%; D: 2.4%; E: .; F: -11.9%

Bioassay records as filed in PubChem BioAssay.
